# Compound activity as filed in PubChem.
# DSG3 Ab inh – human desmoglein-3 autoantibody binding inhibition. P32926. DSG3-coupled beads, scFv-anti-DSG3-GFP binding, flow cytometry; active compounds read low. binding (percent of control), % at 10 µM. hit rate 0.48% among 310,000. AID 588358;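 active = binding more than 3 SD below its plate's average and above zero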;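 note: hits lower antibody fragment binding to DSG3; some compounds called inactive have numbers as strong as hits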
# Arr AP2 block – blocks beta-arrestin peptide binding to AP2 adaptin; AID 504490; FITC-arrestin peptide / GST-AP2 beads, flow cytometry; AP2 beta2 appendage carries R879A mutation; inhibition, % at 10 µM; hit rate 0.31% among 340,000;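 active = inhibition above a set limit, near 3 SD of compounds lacking own fluorescence, cut at about 54% in these data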;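 note: plate controls were DMSO wells for no effect and 5 µM unlabelled arrestin peptide for full effect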
#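 Test system: GST-tagged AP2 beta2-adaptin appendage (R879A) on 4 µm glutathione beads; also added: fluorescein-tagged arrestin peptide at 50 nM final; timing: 12 min plus 1 h, RT; signal: flow cytometry, FL1 (488/535 nm); read-out: percent drop in bead-associated FITC signal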
# Keap1 Nrf2 FP – disrupts human Keap1 binding to Nrf2 peptide; Q14145; Keap1 Kelch-Nrf2 peptide fluorescence polarization, 1536-well; AID 504523; inhibition, % at 9.4 µM; hit rate 0.15% among 340,000; in the data active = inhibition above about 12%;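 note: human Keap1 Kelch domain with fluorescein labeled Nrf2 9mer peptide probe; 0% = neutral control wells and 100% = peptide positive control; higher means more block of Keap1 binding to Nrf2 peptide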
# V-ATPase pH – regulators of yeast V-ATPase proton transport; S. cerevisiae, pHLuorin cytosolic pH fluorescence; response, % at 10 µM; hit rate 0.37% among 350,000; AID 504577; in the data active = response mostly above about 7.3%, no sharp cut-off; inactive = mostly below about 5.4%; note: actives read high; inactives centre near 0; some compounds called inactive have numbers as strong as hits; reference of the scale not given here
# RTF Ca sens inh – cardiac RTF calcium desensitization; IANBD-labeled cardiac RTF, Ca2+ fluorescence; inhibition, % at 7.15 µM; hit rate 0.12% among 340,000; AID 493244;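 active = inhibition above the mean inhibition of all tested compounds plus 3 SD, cut at about 17% in these data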;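 note: assay run at fixed EC70 calcium of 1.6 mM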
# CAL PDZ FP-1 – human CAL PDZ-peptide interaction inhibition; Q9HD26; purified CAL PDZ, TMR-peptide fluorescence polarization, 1 h; inhibition, % at 20 µM; hit rate 0.02% among 330,000; AID 504414;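 active = highest replicate inhibition of at least 40%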;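 note: plate controls were DMSO neutral control wells for no effect and unlabeled competitor peptide control wells for full effect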
#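 material = purified tagged CAL PDZ domain construct (CerCALP) | compound dosing = 20 µM, one dose | times = 1 h at RT | measured by = fluorescence polarization from S- and P-plane intensities, G-factor corrected | read-out = inhibition from polarization loss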
# C-LANA FP – blocks KSHV LANA C-terminal domain binding to DNA; MBP-C-LANA/FAM-LBS DNA binding, fluorescence polarization; inhibition, % at 9 µM; AID 504423; hit rate 0.078% among 340,000;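 active = highest replicate inhibition at or above 60% at 9 µM, even if other replicates fall short; inactive = all replicates below 60% inhibition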;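 note: 0% = neutral control wells and 100% = 4 µM acridine orange control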
# CAL PDZ FP-2 – blocks peptide binding to the human CAL PDZ domain; inhibition, % at 24.9 µM; purified CAL PDZ, TMR-peptide fluorescence polarization, 1 h; AID 602252; hit rate 0.92% among 300,000;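 active = mean inhibition of at least 30% with at least half of replicates also reaching 30%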;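 note: 0% = DMSO neutral control and 100% = excess unlabeled competitor peptide PRC23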
# NSD2 inh – inhibitors of human histone methyltransferase NSD2; O96028; NSD2 peptide methylation, AlphaScreen, 120 min; inhibition, % at 12.5 µM; hit rate 0.54% among 310,000; in the data active = inhibition above about 50%
# DAGLB inhibitor – diacylglycerol lipase beta (human) inhibition; Q8NCG7; HEK293T DAGLB membrane lysate, EnzChek fluorogenic substrate; inhibition, % at 5.17 µM; hit rate 0.059% among 340,000; in the data active = inhibition above about 34%;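 note: 0% = enzyme with vehicle and 100% = wells lacking enzyme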
# Target sequence (Q8NCG7 whole entry, looked up): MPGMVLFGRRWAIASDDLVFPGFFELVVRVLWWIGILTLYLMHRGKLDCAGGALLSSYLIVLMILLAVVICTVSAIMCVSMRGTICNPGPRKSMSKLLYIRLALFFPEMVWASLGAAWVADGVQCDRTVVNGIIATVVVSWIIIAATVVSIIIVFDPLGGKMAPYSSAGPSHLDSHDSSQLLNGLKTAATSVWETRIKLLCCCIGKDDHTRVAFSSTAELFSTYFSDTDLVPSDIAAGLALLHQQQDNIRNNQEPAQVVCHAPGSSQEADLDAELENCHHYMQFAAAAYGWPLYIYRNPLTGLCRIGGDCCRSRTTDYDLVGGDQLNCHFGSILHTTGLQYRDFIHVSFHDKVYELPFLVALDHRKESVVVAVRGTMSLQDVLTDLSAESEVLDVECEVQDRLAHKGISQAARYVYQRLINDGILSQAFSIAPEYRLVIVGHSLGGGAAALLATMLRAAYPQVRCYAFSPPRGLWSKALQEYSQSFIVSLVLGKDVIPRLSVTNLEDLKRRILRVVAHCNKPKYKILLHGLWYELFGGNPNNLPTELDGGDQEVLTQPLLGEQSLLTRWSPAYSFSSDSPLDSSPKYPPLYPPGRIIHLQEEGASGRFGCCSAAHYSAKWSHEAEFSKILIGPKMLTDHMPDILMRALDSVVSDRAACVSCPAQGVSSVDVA
# Numbers without * were called inactive; · = not tested or not shown.
Molecule	DSG3 Ab inh	Arr AP2 block	Keap1 Nrf2 FP	V-ATPase pH	RTF Ca sens inh	CAL PDZ FP-1	C-LANA FP	CAL PDZ FP-2	NSD2 inh	DAGLB inhibitor
CSCC[C@H](NC(=O)COc1ccc(Cl)cc1Cl)c1nc2ccccc2[nH]1	117	12	-1	-1	-3	-2.7	-2.4	·	-2	2
O=C1NC2(CCCCC2)C(=O)N1/N=C/c1ccccc1Br	98	-23	-4	-6	1	-2.5	1.1	-3	1	-2
CC(C)NC(=O)C12CC3CC(C1)CC(n1cnc(Cl)n1)(C3)C2	108	28	1	-3	2	-1.0	0.8	-4	-5	-4
COC(=O)Cn1cnc2scc(-c3ccc(C)c(C)c3)c2c1=O	110	-14	-6	-3	-3	-0.3	-0.4	·	-2	-1
CCOc1ccc(Cl)cc1S(=O)(=O)N1CCC(C(=O)NCC2CCCO2)CC1 (stereo not given)	·	4	-3	-7	-14	-2.6	-0.1	-3	0	-3
CCOC(=O)C1(CC2CC2)CCN(Cc2cnc(-c3ccc(OC)cc3)nc2)CC1	107	27	2	-2	-11	0.0	-0.3	·	-1	-8
Cc1ccc(S(=O)(=O)NCCCNC(=O)c2ccccc2)cc1	105	-8	-1	-3	-10	-1.2	-0.3	·	2	3
O=C(NCCS(=O)(=O)N1CCCCCC1)c1ccccc1	109	-1	-2	-3	-1	-0.4	-3.5	4	·	1
COc1ccc(/C=C2\SC(=S)N(CC(=O)N(C)C3CCS(=O)(=O)C3)C2=O)cc1 (stereo not given)	133	-6	-5	4	-6	-2.8	-0.8	-1	9	-3
COc1ccccc1C(=O)NC(=O)COC(=O)c1cccc(NC(C)=O)c1	·	14	-2	0	2	-2.4	-0.3	-1	3	2
NS(=O)(=O)c1ccc(CNC(=O)c2ccncc2)cc1	·	25	0	2	6	-2.6	0.4	-3	·	-1
CCNC(=O)OCc1cn(-c2ccccc2)nn1	102	28	-1	2	9	-0.2	-0.1	5	-3	-1
CCc1noc(C)c1C(=O)N1CCCC(C(=O)c2cc(F)ccc2OC)C1 (stereo not given)	99	40	-1	0	-2	-1.8	0.0	5	-1	0
CC(NC(=O)C(Cc1ccccc1)N1C(=O)C2C3CCC(C3)C2C1=O)c1ccccc1 (stereo not given)	99	11	-5	-9	-4	-1.1	0.6	-2	0	8
COC(=O)/C(=C/N(C)C)C(=O)N1CCN(c2ccc(Cl)c(Cl)c2)CC1	102	4	-2	2	1	-0.4	0.6	4	-4	1
CNC(=O)OC(C)CNS(=O)(=O)c1ccc(C)cc1 (stereo not given)	118	8	-2	-2	-6	-1.1	0.3	-3	-3	1
CN(C)Cc1c(-c2ccc(Cl)cc2)nc2ccccn12	102	15	-1	2	3	-0.4	-1.3	·	2	-2
CC(=O)c1ccc(NC(=O)COC(=O)Cc2ccsc2)cc1	98	34	-3	-2	3	-0.8	0.7	·	-4	-1
Oc1ccc(CCNc2ncnc3ccc(Cl)cc23)cc1	114	3	-5	1	-6	-2.1	2.0	-2	·	0
NC(=O)C1CCN(C(=O)CNC(=O)c2ccc(F)cc2)CC1	·	0	0	1	-1	-0.1	-0.9	-3	-2	-1
O=C(NCCCN1CCCC1=O)c1ccc(NS(=O)(=O)c2ccc(F)cc2)cc1	96	-1	0	-3	1	-1.2	-0.1	-9	-3	6
O=C1C(=O)N(Cc2ccccc2)C(c2cccc(O)c2)/C1=C(\O)c1ccc2c(c1)OCCO2 (stereo not given)	108	34	-4	2	-8	-3.3	-0.8	-12	3	7
CCCc1cc2c(=O)c(-c3ccccn3)coc2cc1OC	88	4	-2	0	4	-1.8	0.0	-7	0	-9
COc1ccccc1-n1c(=O)[nH]c2c(C(N)=O)nc(C3CCCCC3)nc21	98	8	-5	-1	-3	-0.4	0.3	·	·	2
O=C(CN1CCN(C/C=C/c2ccccc2)CC1)Nc1ccc(F)cc1F	·	11	3	-7	2	-0.4	-0.2	11	0	-1
C#CCOCCOCCOCCNc1nc(N2CCN(C(=O)Cn3cc(CCCCN)nn3)CC2)nc(N2CCN(C(=O)[C@H](C(C)C)n3cc(CCO)nn3)CC2)n1	84	-8	-4	1	-11	-0.4	3.7	-16	·	-1
CC(=O)c1cccc(NC(=S)NC(=O)c2ccc(Cl)cc2)c1	96	-4	-6	0	-7	0.4	-0.4	0	-1	-13
Cc1cc(C)n(-c2ccc(C(=O)Nc3ccc(S(=O)(=O)NCc4ccco4)cc3)cc2)n1	74	-7	-1	1	-23	·	2.3	-6	·	-4
C=C1N(C)c2cc([N+](=O)[O-])c(N)cc2C1(C)C	100	4	1	-3	-5	1.5	-0.1	5	27	13
Cn1c(=NC(=O)C2=NNC(=O)CC2)sc2ccccc21	115	-7	-4	0	-4	0.4	-0.1	-1	-3	0
CC1CN(C)C(c2ccccc2)C(C)C12NC(=O)NC2=O (stereo not given)	106	0	0	1	1	0.3	-0.1	-4	1	1
N/C(Cc1ccc(Cl)cc1Cl)=N\OC(=O)Cc1ccc(Cl)cc1	93	7	-1	3	-24	-0.2	1.7	-3	-2	-15
CCOC(=O)C1(Cc2ccc(OC)cc2)CCN(C(=O)CN2CCCCC2=O)CC1	94	23	1	0	·	-0.8	-0.8	3	-12	·
Cc1cc(N2CCN(S(=O)(=O)c3ccc(Cl)cc3)CC2)c2ccccc2n1	105	26	3	-6	-1	-1.2	1.0	-2	-5	-3
CCOC(=O)c1noc(C)c1C(=O)Nc1cccc(F)c1	·	-3	2	9	-5	·	4.6	-5	·	0
CC(=O)NNc1nc2ccccc2s1	109	3	1	-3	0	-3.2	1.9	-3	10	0
NC(=S)N/N=C/c1ccccc1OC(=O)c1cc2ccccc2oc1=O	109	-1	0	-1	-2	-1.8	0.9	-7	-11	1
COc1ccc(Cl)cc1NC(=O)CNc1ccc(F)cc1C	103	0	-1	-1	-19	-1.6	1.1	1	0	-3
COc1ccc(N(C(=O)c2snc(C(N)=O)c2N)C(C(=O)NCC2CCCO2)c2ccc3ncccc3c2)cc1OC (stereo not given)	112	2	0	-3	-2	-1.1	0.9	-5	-1	-1
Cc1cc(N2C(=O)CC(N3CCN(c4ccc(C(=O)c5cccs5)cc4)CC3)C2=O)no1 (stereo not given)	107	8	-4	2	2	-1.1	0.2	·	·	-2
O=C(NN=C1CCCC1)C1COc2ccccc2O1 (stereo not given)	110	-14	0	-3	5	4.3	-2.2	-3	-2	1
CCCCCCCNC(=O)COc1ccc2c(c1)C(=O)CC(C)(C)O2	99	1	2	0	-4	-1.0	0.5	·	-7	-1
COc1ccc(S(=O)(=O)N2CCOC2CNC(=O)C(=O)NCc2ccc3c(c2)OCO3)cc1OC (stereo not given)	105	17	-4	0	-4	-1.9	0.9	-3	-1	2
COc1ccc(N(C(=O)c2cccnc2)S(=O)(=O)c2ccc3c4c(cccc24)C(=O)N3C)cc1	88	-3	-2	3	6	-2.5	0.0	-1	3	1
CCCCNC(=O)c1cn(C)c2ccc(S(=O)(=O)N3CC(C)CC(C)C3)cc2c1=O (stereo not given)	100	-2	-4	-7	-8	-1.9	0.7	1	·	-1
C/C(=N/Nc1ccc([N+](=O)[O-])cc1)c1c[nH]c2ccccc12	115	-6	4	-2	-14	-0.3	6.6	-1	2	27
COc1ccc(-c2cccc(NC(=O)c3ccco3)c2)nn1	113	-6	1	-1	5	-0.8	-0.2	-3	6	0
CCOCCCNC(=O)Cn1cnc2c(cnn2-c2ccc(C)c(C)c2)c1=O	96	7	-1	1	-2	-1.1	8.5	9	0	-1
CN1CCN(c2nc(-c3ccc(Cl)cc3Cl)nc3ccccc23)CC1	100	4	6	-3	-5	-1.3	0.6	-2	18	7
COc1cccc(C(=S)N2CCOCC2)c1OS(=O)(=O)c1ccc(Cl)cc1	99	35	-2	3	-10	-0.3	1.6	3	4	5
COc1ccc(CNC(=O)c2cc3cccc(OC)c3oc2=N)cc1	·	-4	-3	8	-5	-2.2	0.4	-1	0	-2
CCN1CCN(CCCNC(=O)CCC(=O)N2CCOc3ccccc32)CC1	106	5	1	-3	-6	-0.5	1.0	-3	·	-1
Nc1nc(-c2cccs2)c(NC(=O)c2ccccc2)s1	92	5	-9	-3	-3	-2.3	0.1	-6	4	-1
CC(OC(=O)CCCc1c[nH]c2ccccc12)C(=O)Nc1ccc(S(N)(=O)=O)cc1 (stereo not given)	104	-11	-1	2	-16	-2.0	0.1	-2	1	2
CCN1CCN(CCCNC(=O)Cn2cc3c(n2)CCCC3)CC1	114	-2	-3	0	-4	-0.3	-0.5	-2	·	-2
N/C(=N\OC(=O)c1cc(-c2ccccc2)nc2ccccc12)c1ccc(Cl)cc1	74	32	-2	0	-1	-0.7	-0.1	0	0	0
COc1ccc(CSc2nnnn2Cc2ccccc2)cc1OC	102	11	2	-3	-6	-2.3	-0.5	0	-2	0
O=C(NCCCn1ccnc1)c1sc2cccc(F)c2c1Cl	92	0	1	7	-7	-1.0	0.4	-1	3	0
Cn1c(=NC(=O)c2cccc([N+](=O)[O-])c2)sc2ccccc21	91	31	-3	-2	0	0.5	-2.6	1	1	-2
Cc1cccc2nc(Cn3c(=O)n(CCC(=O)NCc4ccco4)c(=O)c4ccccc43)cc(=O)n12	96	17	-5	-2	-5	-0.2	0.5	9	-5	-2

# Next part.
Molecule	DSG3 Ab inh	Arr AP2 block	Keap1 Nrf2 FP	V-ATPase pH	RTF Ca sens inh	CAL PDZ FP-1	C-LANA FP	CAL PDZ FP-2	NSD2 inh	DAGLB inhibitor
COC(=O)C1CCN(C(=O)/C=C/c2ccccc2)CC1	·	-1	2	2	6	-1.3	-0.4	-8	-3	-2
O=C(c1c(F)cccc1F)N(Cc1ccccn1)C1CCCC1	96	28	-1	2	-6	-0.1	-0.9	·	-3	-2
COc1ccc(CNC(=O)COc2cccnc2[N+](=O)[O-])cc1	100	1	-3	-3	-7	-0.5	-1.4	-2	2	-2
COC(=O)c1c(-c2ccc(S(C)(=O)=O)cc2)sc2ccc(OC)cc12	100	11	2	0	5	-1.0	-0.7	0	·	-2
COC(=O)c1[nH]c2c(c1C)C(=O)CC(c1cc(OC)ccc1OC)C2 (stereo not given)	111	0	0	-1	-8	0.2	0.3	-4	·	1
COC(=O)c1sc(-c2ccc(Cl)cc2)cc1NC(=O)c1ccccc1C(=O)O	·	34	-2	6	11	-5.6	-0.8	-7	2	6

# Complete entries as entered above. Values in the order: DSG3 Ab inh, Arr AP2 block, Keap1 Nrf2 FP, V-ATPase pH, RTF Ca sens inh, CAL PDZ FP-1, C-LANA FP, CAL PDZ FP-2, NSD2 inh, DAGLB inhibitor
# COc1ccc(CNC(=O)COc2cccnc2[N+](=O)[O-])cc1 as listed: 100, 1, -3, -3, -7, -0.5, -1.4, -2, 2, -2
# COC(=O)C1CCN(C(=O)/C=C/c2ccccc2)CC1 as listed: ·, -1, 2, 2, 6, -1.3, -0.4, -8, -3, -2

# These rows are one share of the data. The share of hits here may be higher or lower than overall.
